# Screening data from PubChem BioAssay.
# Growth percent in the NCI-60 one-dose screen (48 h, 10 µM unless noted): 100 = growth as untreated, 0 = no growth, -100 = all killed.
# SNB-19: SNB-19 CNS cancer cells; 81,000 compounds, 2.5% hits; AID 1794751
# DU-145: DU-145 prostate cancer. 81,000 compounds, 4.2% hits. AID 1794760
# SF-295: SF-295 CNS cancer cells | 79,000 compounds, 5.6% hits | AID 1794758
# PC-3: PC-3 prostate cancer cells. AID 1794754. 80,000 compounds, 3.9% hits
# SNB-75: SNB-75 CNS cancer; 79,000 compounds, 5% hits
# HCC-2998: HCC-2998 colon cancer. 79,000 compounds, 4.7% hits. AID 1794799
# SF-268: SF-268 CNS cancer cells | 82,000 compounds, 3.1% hits
# U251: U251 CNS tumor cells; 80,000 compounds, 5.4% hits
# SF-539: SF-539 CNS cancer; AID 1794752; 81,000 compounds, 6.8% hits
# Numbers without * were called inactive; · = no result given; & = joins results of further samples. How the source made its calls: active means growth percent below 10; inactive means the rest.
# The line under a structure holds: SNB-19	DU-145	SF-295	PC-3	SNB-75	HCC-2998	SF-268	U251	SF-539
COc1ccc(C(C#N)CC(=O)c2ccc3c(c2)OCO3)cc1OC (configuration not stated)
→ 100.0	114.4	99.8	91.1	105.2	111.8	107.0	89.1	111.4
NC(=O)C1(Nc2ccc(-c3ccc(Cl)cc3)cc2)CCCC1
→ 74.9	95.7	100.2	84.2	55.7	99.5	81.3	90.8	·
O=C(CCC(=O)OC1CCCC1)OC1CCCC1
→ 96.6	101.9	99.3	93.8	77.3	101.5	99.7	92.2	87.8
COC(=O)c1c2c(c(C)[n+]([O-])c1C)C(=O)C(NCc1ccc(Br)cc1)=CC2=O
→ 19.0	53.3	19.3	27.6	84.5	14.4	16.2	9.5*	8.4*
O=c1c2ccccc2nc(SCc2n[nH]c(=S)n2-c2ccc(F)cc2)n1CCc1ccccc1
→ 103.7	110.8	87.9	87.3	98.0	124.2	106.7	95.5	117.9
O=C(CNn1c(COc2ccccc2)nc2ccccc2c1=O)Nc1ccc(Cl)cc1
→ 91.4	98.5	112.2	84.8	92.0	115.9	90.9	94.4	95.8
O=C1CCc2cc(C(=O)CSc3ccc(Cl)cc3Cl)ccc2N1
→ 105.9	109.0	90.3	84.1	97.4	101.1	106.6	94.7	109.2
CNC(=O)OCc1c(COC(=O)NC)c2n(c1C)CS(=O)(=O)C2
→ ·	102.5	101.2	95.9	95.7	103.9	·	98.6	94.8
O=C(NNc1nc2cc(F)c(F)cc2n2c(CN3CC4CNCC4C3)ccc12)c1cnccn1 (configuration not stated)
→ 25.9	22.1	5.9*	22.0	60.0	31.7	15.8	22.4	8.6*
N=C(N)SSC(=N)N
→ 104.9	118.6	111.9	100.3	64.7	118.7	125.3	·	97.9
NCCC(=O)N(Cc1ccccc1)C(N)=O
→ 105.2	106.4	101.1	87.7	96.3	103.6	101.8	89.9	102.2
COc1cc(CNC(=O)[C@]23CCC(C)(C)CC2C2=CCC4[C@@]5(C)CCC(OC(C)=O)C(C)(C)C5CC[C@@]4(C)[C@]2(C)CC3)ccc1OCc1cn(-c2cccc([N+](=O)[O-])c2)nn1 (some centres not stated)
→ 82.2	111.5	99.1	86.6	79.5	102.9	89.3	88.1	88.4
C1CC1C(=NN=C(C1CC1)C1CC1)C1CC1
→ 100.6	106.4	93.5	·	95.5	95.0	105.3	121.7	98.1
O=C(CCl)N1CCCc2ccccc21
→ 100.4	97.7	95.7	96.8	72.6	96.6	94.9	105.2	102.6
CC(C)CC(=O)Oc1ccc(Cl)cc1
→ 106.0	112.2	91.7	92.4	95.5	100.8	100.1	91.5	99.5
CCCNc1nc2ccccc2c2c1S(=O)(=O)c1ccc(Cl)cc1C2=O
→ 24.4	19.4	15.8	25.1	15.6	16.2	20.4	1.6*	6.4*
CC1=CC(C)C(=O)N(CCN2CCOCC2)C(C)=C1 (configuration not stated)
→ 111.0	121.2	113.6	102.6	96.4	106.3	106.3	106.7	100.8
CCCN(CCC)C(=O)c1cccc(C)c1
→ 97.7	106.6	94.4	91.7	89.1	105.6	103.1	85.7	101.0
CC1(C)CC(N2CCN(CCO)CC2)=CC(=S)N1
→ 100.0	114.0	125.6	91.9	92.2	101.3	96.3	105.0	95.1
Cc1ccc(Nc2nc(N)nc(CSc3nnc(-c4ccc(C)cc4)n3-c3ccccc3)n2)cc1
→ 73.8	90.5	94.2	84.4	32.2	105.0	81.0	97.2	67.2
Cn1c(=O)c(C#N)c(-c2ccco2)n2c(=S)[nH]nc12
→ 106.6	112.2	118.1	98.2	100.7	100.7	119.2	100.3	117.4
CC1(C)C(=O)CC[C@]2(C)[C@H]3C(=O)C=C4[C@@H]5C[C@@](C)(C(=O)N6CCNCC6)CC[C@]5(C)CC[C@@]4(C)[C@]3(C)CC[C@@H]12
→ 91.9	110.2	106.0	92.1	89.9	104.4	101.3	100.4	90.5
N#Cc1c(Nc2ccc(Cl)cc2)nn2cc(-c3nc4ccccc4s3)c(N)nc12
→ 97.6	112.3	99.0	101.1	85.7	107.8	95.6	100.7	93.5
O=C(c1ccccc1)c1cccnc1
→ 90.3&98.8	98.6&110.0	98.5&100.3	87.5&66.7	94.3&94.0	99.6&104.3	103.0&99.8	100.9&91.4	100.8&94.9
O=C1/C(=C/c2cccc(OCc3ccc(Cl)c(Cl)c3)c2)N=C2OCCCN12
→ 91.4	91.5	88.6	78.0	76.1	97.3	79.4	73.6	92.0
O=C(COc1cccc2cccnc12)Nc1ccc(C(=O)/C=C/c2ccc(Br)cc2)cc1
→ 99.6	102.8	102.2	100.2	98.9	101.6	97.9	101.2	104.0
O=C(CSc1nnc(-c2ccc(Cl)cc2)n1-c1ccccc1)Nc1ccccc1Cl
→ 82.4	68.4	31.5	77.8	65.8	88.3	81.5	61.6	52.1
N#Cc1c(-c2ccco2)nc(SCc2cccc(C(=O)O)c2)[nH]c1=O
→ 98.9	103.0	88.8	110.0	84.9	105.7	97.9	102.3	97.1
Cc1nc2ccccc2c(/C=C/c2ccc(Cl)cc2)c1C(=O)/C=C/c1ccccc1
→ -16.2*	9.7*	10.7	23.3	39.7	-12.0*	51.3	-74.3*	-48.8*
O=c1oc2ccc(Br)cc2cc1-c1csc(N/N=C/c2cc3ccccc3nc2Cl)n1
→ 94.2	107.2	97.3	96.8	76.7	110.9	93.9	94.1	89.0

# (next part)
# The line under a structure holds: SNB-19	DU-145	SF-295	PC-3	SNB-75	HCC-2998	SF-268	U251	SF-539
CN(CCO)c1ccccc1
→ 105.0	106.5	99.6	95.9	101.4	105.0	98.6	98.5	103.4
CCc1c(CO)c(-c2nc(C(=O)OC)cc3c2[nH]c2ccccc23)nc2cc(N(S(=O)(=O)c3ccc(C)cc3)S(=O)(=O)c3ccc(C)cc3)ccc12
→ 106.8	121.0	125.5	98.6	105.4	109.1	107.5	100.5	100.1
O=C(O)C(C(=O)O)c1ccccc1
→ 88.8	100.5	98.9	91.3	85.7	94.6	100.2	102.6	93.4
Cc1ncsc1/C=C1/C(=O)Nc2ccccc21
→ 94.6	106.1	106.1	88.4	73.4	107.0	93.5	101.9	95.6
CCCCCCOc1ccc(/C=N/Nc2cc(C)nc3ccc(Br)cc23)cc1
→ -73.7*	-82.9*	-83.3*	-73.0*	-94.5*	-94.5*	-1.8*	-64.8*	-84.8*
O=C(N/N=C\c1ccc([N+](=O)[O-])cc1)C(=O)N/N=C\c1ccc([N+](=O)[O-])cc1
→ 103.2	107.2	104.3	91.0	104.4	111.8	110.8	101.9	95.9
O=C(CSc1nnc2c(n1)[nH]c1ccccc12)c1ccc(Cl)cc1
→ 113.5	114.1	108.4	104.7	89.5	99.6	117.6	100.9	106.5
CCn1c2ccc(O)cc2c2c(C)c3c[n+](CCCCCC(=O)O)ccc3c(C)c21
→ 66.0	96.9	83.4	84.2	92.1	90.1	43.5	82.2	93.6
NCCNc1nc2ccccc2c2c(=O)c3cc(F)cc(Cl)c3sc12
→ 81.4	-92.6*	98.2	-70.4*	44.6	16.2	-42.4*	-84.3*	58.6
CN(c1ccccc1)S(=O)(=O)c1cccc(NC(=O)Cn2ccc(C(F)(F)F)n2)c1
→ 108.8	114.8	96.9	99.8	81.7	111.0	123.8	96.4	101.4
CN1CCN(c2ccc3nc(-c4ccc(OCCCCN5CCN(CCCCN6C(=O)c7cccc8cccc(c78)C6=O)CC5)cc4)[nH]c3c2)CC1
→ 84.2	45.0	29.1	·	36.4	·	65.7	64.8	39.8
COc1cc2oc(-c3cccc(NC(=O)c4cc(NC(=O)[C@H](C)NC(=O)OC(C)(C)C)ccc4Br)c3)cc(=O)c2c(OC)c1OC
→ 73.8	64.3	66.0	67.0	69.7	100.1	65.4	68.8	78.6
Cc1ccc(-c2c3c(N)nc(-c4cccnc4)nc3nc3c2c(C)nn3-c2ccccc2)cc1
→ 99.1	98.1	96.1	69.3	-1.0*	103.3	80.7	·	45.8
NS(=O)(=O)c1ccc(-n2ncc(NC(=O)Nc3ccc([N+](=O)[O-])cc3)c2-c2ccccc2)cc1
→ 102.5	114.3	100.9	102.9	74.4	104.3	102.6	94.5	95.4
O=C(OC1CCCCC1)C(=O)OC1CCCCC1
→ 107.2	114.1	111.7	117.2	89.8	124.7	100.3	104.9	108.6
CN1CCN(CC(=O)Nc2nc3c(s2)Nc2ccccc2NC3=O)CC1
→ 94.6	·	95.0	106.2	109.1	89.2	104.5	90.8	114.9
O=C1C(=O)c2ccccc2C(O)=C1CC=C(Cl)Cl
→ 61.9&52.9	63.4&68.0	14.4&38.5	40.9&35.3	57.4&54.3	64.4&61.8	53.9&45.2	42.8&42.5	55.6&44.7
Fc1ccc(COc2ccc(Nc3ncnc4sc5c(c34)CCCC5)cc2)cc1
→ 100.3	96.8	89.8	72.2	113.1	104.5	89.8	90.8	102.8
COc1ccc(C2=Nn3c(nnc3-c3ccc(CN)cc3)SC2)cc1
→ 94.1	108.5	99.3	88.6	83.1	109.5	110.9	101.2	98.3
Cc1cc(N=Nc2ccc(NC(=O)c3ccc(N)cc3)cc2C)ccc1N=Nc1ccc(N=Nc2ccc3cc(S(=O)(=O)O)cc(S(=O)(=O)O)c3c2)c(C)c1
→ 107.0	100.7	95.8	98.3	92.9	99.9	102.5	105.2	93.8
N#Cc1nc(-c2ccccc2)oc1S(=O)(=O)N1CCOCC1
→ 91.7	102.5	98.5	100.5	94.4	103.7	108.2	93.7	101.3
COc1ccc(-c2nnc(/C=C/c3cn(-c4ccccc4)nc3-c3ccccc3)o2)cc1OC
→ 114.5	93.3	99.8	90.2	86.8	98.9	92.8	98.8	87.8
O=C(NCCCl)N(Cc1ccccc1)C(=O)SSCCc1ccccc1
→ 88.4	111.8	92.9	101.3	90.1	91.8	104.7	105.1	107.0
OCc1c(Cl)nc2sccn12
→ 94.9	109.9	57.8	103.2	109.0	·	102.5	95.7	87.4
CN(C)CCOC(=O)Nc1ccc(Cl)cc1
→ 106.3	109.7	102.7	65.4	96.3	102.4	105.4	101.1	101.9
CC1(C)Oc2cc3oc(=O)ccc3c3c2C2C1CCC(C)(O3)C2O (configuration not stated)
→ 104.8	106.7	103.4	102.3	94.1	97.3	94.2	100.3	105.0
CC(C)(C)OC(=O)N1CCCC1C(=O)NC(c1ccccc1)c1ccccc1 (configuration not stated)
→ 106.6	110.3	96.5	93.8	87.1	104.9	99.7	101.4	104.2
N/C(=N\C(N)=N\c1nc2ccccc2s1)c1ccccc1
→ 91.8	104.6	78.8	89.9	77.3	106.9	103.2	101.5	99.9
N#CSc1c[nH]c2ccc(/C=C/C(=O)/C=C(O)/C=C/c3ccc4[nH]cc(SC#N)c4c3)cc12
→ 46.2	29.0	57.3	12.0	51.9	46.3	35.5	7.4*	13.5
O=C(O)CNC(=O)CSc1nnc(-c2ccc(NC(=O)c3cccnc3)cc2)o1
→ 98.9	111.3	114.1	109.8	110.1	119.8	111.9	102.2	101.2

# (continued)
# The line under a structure holds: SNB-19	DU-145	SF-295	PC-3	SNB-75	HCC-2998	SF-268	U251	SF-539
CCOC(=O)/C=C/COC(=O)[C@@H]1CCCN1C(=O)CNC(=O)OC(C)(C)C
→ 100.3	100.8	106.5	107.1	·	129.4	106.6	101.6	102.5
O=S1(=O)CC(O)C(Cl)C1 (configuration not stated)
→ 103.3	93.4	96.3	107.4	82.7	·	94.0	103.7	97.5
Cc1c(C)c(N2C(=O)C=CC2=O)c(C)c(C)c1N1C(=O)C=CC1=O
→ 97.3	103.8	108.7	·	100.9	97.1	110.0	111.9	114.2
COc1cc(/C=C2\CN(C)C/C(=C\c3cc(CN4CCCC4)c(O)c(OC)c3)C2=O)cc(CN2CCCC2)c1O
→ 74.7	60.8	100.3	76.8	75.3	96.0	61.3	25.8	68.2
Clc1cccc(NC2=NCCN=C(Nc3cccc(Cl)c3)SS2)c1
→ 89.7	85.8	95.1	77.3	74.3	92.6	79.1	76.5	94.2
O=C1C(Cl)=C(Cl)C(=O)c2c1nc1n2CCCC1
→ 96.4	96.9	100.2	88.5	125.9	52.5	95.9	·	99.9
COc1cc(NC(=S)Nc2ccc3c(ccn3C(=O)c3cccc(F)c3)c2)cc(OC)c1
→ 99.4	94.8	93.7	100.7	106.7	100.9	104.9	98.2	104.6
COc1cc(CNC(=O)/C=C/c2ccccc2)ccc1OCc1cn(-c2ccccc2)nn1
→ 97.8	105.3	101.4	106.6	74.7	103.5	100.1	106.0	98.6
Oc1ccc(CCl)c2cccnc12
→ 80.6	88.1	99.0	83.6	64.7	91.3	73.2	59.7	90.3
CC(=O)N[C@H](Cc1ccc(O)cc1)C(=O)N[C@H](CCCN=C(N)N)C(=O)N[C@H](Cc1ccccc1)C(N)=O
→ 102.6	106.4	100.7	·	111.4	119.4	101.4	93.6	103.3

# 6 of the compounds above, with tabs:
SMILES	SNB-19	DU-145	SF-295	PC-3	SNB-75	HCC-2998	SF-268	U251	SF-539
COc1cc(/C=C2\CN(C)C/C(=C\c3cc(CN4CCCC4)c(O)c(OC)c3)C2=O)cc(CN2CCCC2)c1O	74.7	60.8	100.3	76.8	75.3	96.0	61.3	25.8	68.2
Clc1cccc(NC2=NCCN=C(Nc3cccc(Cl)c3)SS2)c1	89.7	85.8	95.1	77.3	74.3	92.6	79.1	76.5	94.2
O=C1C(Cl)=C(Cl)C(=O)c2c1nc1n2CCCC1	96.4	96.9	100.2	88.5	125.9	52.5	95.9	·	99.9
COc1cc(NC(=S)Nc2ccc3c(ccn3C(=O)c3cccc(F)c3)c2)cc(OC)c1	99.4	94.8	93.7	100.7	106.7	100.9	104.9	98.2	104.6
COc1cc(CNC(=O)/C=C/c2ccccc2)ccc1OCc1cn(-c2ccccc2)nn1	97.8	105.3	101.4	106.6	74.7	103.5	100.1	106.0	98.6
Oc1ccc(CCl)c2cccnc12	80.6	88.1	99.0	83.6	64.7	91.3	73.2	59.7	90.3
